Screens from PubChem BioAssay.
p53ts 32C kill – qHTS Screen for Compounds that Selectively Target Cancer Cells with p53 Mutations: Cytotoxicity of p53ts Cells at the Permissive Temperature. H1299-p53A138V at 32C, ATP luminescence viability, 24 h. Potency, µM (titrated, usually from 46.1 µM), inactives show at the highest dose activity change, negative = cytotoxicity, usual class: cytotoxic. 130,000 tested, 0.93% active. AID 924, 2007;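 also: 0% = DMSO and -100% = full killing by reference compound; nearly all actives have a fitted effect of over 55% in size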
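Cells: H1299 p53ts (A138V), 600/well, pre-incubated 16–30 h at 37C. Cpd up to 46 uM, 24 h, 32C. Readout: ATPlite luminescence, 20 min RT. Normalization: DMSO vs tamoxifen 100 uM. AC50 by Hill equation.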
IkB signaling – IkB Signaling. ABC-DLBCL IkBa-CBG/CBR dual luciferase ratio, 4 h; response scale: scaled: untreated 0%, proteasome inhibitor 100%. Potency, µM (titrated, usually from 57.1 µM), for the others: top-dose IkBa stabilization activation. 110,000 tested, 0.04% active. AID 445, 2006; active = well fitted curve in the direction sought with a large enough effect in the signal ratio, not every such curve was filed as active; inconclusive = small, poorly fitted or top-dose-only effect, or a change in a side signal; the % refers to the signal ratio;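 also: the direction sought is a rising ratio; 0% = basal untreated cells and 100% = reference inhibitor full response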
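In this assay, an IκBα–CBG68 fusion accumulates when IKK-driven degradation is blocked; native CBR normalizes for cell number. OCI-Ly3 cells were treated 4 h with compound and doxycycline, then green and red light read after Chroma-Glo addition.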
p53ts 39C tox – qHTS Screen for Compounds that Selectively Target Cancer Cells with p53 Mutations: Cytotoxicity of p53ts Cells at the Nonpermissive Temperature. 130,000 tested, 1.5% active. Potency, µM (doses to about 46.1 µM), for the others: at the top dose activity change, negative = cell killing, usual class: cytotoxic. H1299-p53A138V viability at 39C, ATP luminescence, 24 h; also: nearly all actives have a fitted effect of over 55% in size
Peg3 imprint – qHTS Assay for Compounds that Induce Erasure of Genomic Imprints; mouse ES Peg3-LacZ reporter, beta-gal luminescence, 40 h; Potency, µM (titrated, usually from 60.7 µM), inactives show at the highest dose activity change, positive = activation, most hits filed as activators; 110,000 tested, 0.02% active; AID 1948, 2009;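 also: 0% = negative control wells on the plate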
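Imprint erasure is scored as LacZ activity from the silenced maternal Peg3 allele in feeder-free female ES cells cultured 40 h with LIF. Luminescence is normalized to in-plate negative controls and fitted to the Hill equation.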
* hit, by the source's call; u = inconclusive; x = no result given; [ ] = dose if it differs, or a comment. Unless noted, calls follow the shape of the dose curve; as a rule, active = well fitted curve in the direction sought with a large enough effect; inconclusive = small, poorly fitted or top-dose-only effect, or another doubt; inactive = no such curve, though single readings can be large; an effect the other way counts as inactive or inconclusive. Unless noted, % is scaled to controls: 0 for no effect and ±100 for the full control effect; potency is read from the fitted curve at half-maximal effect.

no.	smiles	p53ts 32C kill	IkB signaling	p53ts 39C tox	Peg3 imprint
1	CCOC(=O)c1c(NC(=O)CSc2nnc(C)s2)sc2c1CCC(CC)C2 (configuration not stated)	9.0%	x	11.8%	x
2	CCN1CCN(c2c(Cl)cccc2NC(=O)c2ccc3c(c2)OCCO3)CC1	-6.0%	-0.4%	-20.0%	-12.9%
3	CCC1CCCCN1C(=O)CSc1n[nH]c(-c2ccccc2Cl)n1 (configuration not stated)	-15.0%	-0.7%	u	9.2%[10.9 µM]
4	Cc1cc(-c2cccs2)n[nH]1	7.2%	-1.6%	-1.7%	-2.4%
5	CCC1Sc2ccccc2N(CC(=O)NCc2ccc3c(c2)OCO3)C1=O (configuration not stated)	10.9%	1.9%	-1.7%	-11.9%
6	CC(=O)c1cccc(-n2c(=O)c3c4c(sc3n(CC(=O)Nc3ccccc3F)c2=O)CN(C(C)=O)CC4)c1	12.6%	0.4%	-10.6%	7.8%[10.9 µM]
7	CCCC(=O)Nc1nnc(-c2ccco2)s1	6.3%	-2.5%	-5.2%	x
8	NCS(=O)(=O)O	-7.5%[9.22 µM]	-0.6%[11.4 µM]	-7.1%[9.22 µM]	-12.9%[10.9 µM]
9	CCOC(=O)N1CCN(C(=O)c2oc(=O)c3ccccc3c2-c2ccc(C)cc2)CC1	6.7%	-2.1%	7.8%	-17.1%
10	N#CCCN(C(=O)CSc1ccc2c(c1)OCCO2)c1ccccc1	-0.1%	1.1%	1.5%	1.0%
11	CCN1CCN(C(=O)C2c3cc(OC)c(OC)cc3C(=O)N(C)C2c2ccc(SC)cc2)CC1 (configuration not stated)	-2.7%	-0.8%	0.4%	18.6%
12	O=C(CSc1nc2c([nH]c3ccccc32)c(=O)n1-c1ccc(Cl)cc1)N1CCCCCC1	-0.3%	1.9%	-12.9%	10.8%[10.9 µM]
13	O=C(CSc1ccc(Cl)cc1)OCc1nnc(-c2ccccc2)o1	-0.2%	0.9%	10.5%	-2.9%
14	COc1ccc(CC(=O)NCCc2csc(-c3ccc(Cl)cc3)n2)cc1	-3.7%	-0.8%	-1.6%	24.5%[10.9 µM]
15	Cc1nc2sc(C(=O)N(C)Cc3ccccc3)c(NC(=O)c3ccccc3)c2c(C)c1Cl	5.0%	u	-6.3%	11.7%[10.9 µM]
16	CCCOc1ccc(S(=O)(=O)NCCCN2CCOCC2)c2ccccc12	0.6%	3.1%	8.1%	-14.2%
17	CCNC(=O)C1CC(=O)N(c2ccc(Br)cc2)C1 (configuration not stated)	-10.2%	3.0%	-1.5%	x
18	c1coc(-c2nc3n(n2)C2(CCCCC2)[C@@H]2CCCC[C@@H]2N3)c1	-4.3%	1.6%	-25.9%	-6.6%[10.9 µM]
19	COc1ccc(CCNC(=O)CN(c2ccc(C)cc2)S(=O)(=O)c2c(C)noc2C)cc1OC	9.8%	1.7%	3.6%	-5.7%
20	Cc1noc(C)c1S(=O)(=O)N(CC(=O)Nc1ccc2c(c1)OCO2)c1ccc(C(C)C)cc1	-2.6%	3.3%	-10.5%	-7.7%
21	O=C(CSc1ncc(C(F)(F)F)cc1Cl)N1CCN(S(=O)(=O)c2ccccc2)CC1	4.5%	0.7%	-0.8%	-17.2%
22	CCC1CN(C(=O)C2CCN(S(=O)(=O)c3c(C)noc3/C=C/c3ccccc3F)CC2)c2cc(Cl)ccc2O1 (configuration not stated)	1.1%	1.7%	-9.5%	-7.7%[10.9 µM]
23	CN(c1ccccc1C(=O)Nc1ccccc1C(=O)NCc1ccco1)S(C)(=O)=O	1.4%	-2.8%	15.2%	-14.9%
24	CC1CC(C)CN(C(=O)C2CCCN(S(=O)(=O)c3cccc4nonc34)C2)C1 (configuration not stated)	-4.6%	1.9%	2.7%	-7.3%
25	CCCN1CCN(c2ncnc3c2nnn3Cc2ccccc2)CC1	-11.8%	0.2%	-11.0%	-14.9%
26	CC(C)(C)c1csc(NC(=O)Cn2c(=O)oc3ccccc32)n1	-1.9%	0.7%	-13.7%	-11.1%
27	CCOc1ccc(CCNC(=O)c2c(C)oc3ncn(C)c(=O)c23)cc1	0.5%	-0.6%	4.5%	-3.1%[10.9 µM]
28	COc1ccc(OC)c(-c2nnc3n(Cc4ccc(C)cc4)c(=O)c4ccccc4n23)c1	-1.0%	-0.4%	21.1%	6.7%[10.9 µM]
29	COc1ccc(S(=O)(=O)Nc2ccc3c(c2)OCO3)cc1Cl	-0.9%	-3.5%	-4.6%	-24.1%
30	CCC1=Nc2cc(C(=O)NCCc3ccccc3)ccc2Sc2ccc(Cl)cc21	-5.7%	3.5%	-14.4%	-20.5%[10.9 µM]

Two entries from above in a different format.
5: CCC1Sc2ccccc2N(CC(=O)NCc2ccc3c(c2)OCO3)C1=O (configuration not stated)
29: COc1ccc(S(=O)(=O)Nc2ccc3c(c2)OCO3)cc1Cl

| compound no. | 5 | 29 |
| --- | --- | --- |
| p53ts 32C kill | 10.9% | -0.9% |
| IkB signaling | 1.9% | -3.5% |
| p53ts 39C tox | -1.7% | -4.6% |
| Peg3 imprint | -11.9% | -24.1% |

The main list resumes, starting 5 compounds before the break.
no.	smiles	p53ts 32C kill	IkB signaling	p53ts 39C tox	Peg3 imprint
26	CC(C)(C)c1csc(NC(=O)Cn2c(=O)oc3ccccc32)n1	-1.9%	0.7%	-13.7%	-11.1%
27	CCOc1ccc(CCNC(=O)c2c(C)oc3ncn(C)c(=O)c23)cc1	0.5%	-0.6%	4.5%	-3.1%[10.9 µM]
28	COc1ccc(OC)c(-c2nnc3n(Cc4ccc(C)cc4)c(=O)c4ccccc4n23)c1	-1.0%	-0.4%	21.1%	6.7%[10.9 µM]
29	COc1ccc(S(=O)(=O)Nc2ccc3c(c2)OCO3)cc1Cl	-0.9%	-3.5%	-4.6%	-24.1%
30	CCC1=Nc2cc(C(=O)NCCc3ccccc3)ccc2Sc2ccc(Cl)cc21	-5.7%	3.5%	-14.4%	-20.5%[10.9 µM]
31	O/N=C1\CC(O)Cc2nonc21 (configuration not stated)	-4.4%	1.4%	2.1%	-4.1%
32	Cc1cc(F)ccc1S(=O)(=O)Nc1ccc2oc3c(c2c1)CC(C)CC3 (configuration not stated)	u	u	u	-7.5%[10.9 µM]
33	Cc1ccc(-c2nc3cccnc3s2)cc1NC(=O)c1ccco1	2.1%	-1.0%	-15.1%	-15.5%
34	CN(Cc1ccccc1)S(=O)(=O)c1ccc(C(=O)Nc2nnc(C3CC3)o2)cc1	1.5%	u	12.6µM*	-27.4%
35	COc1ccc(Oc2ncc3ncc(=O)n(C)c3n2)cc1	3.6%	1.6%[11.4 µM]	-9.1%	-39.1%[inhibitor]
36	Cc1cccc(C)c1OCC(O)CNS(=O)(=O)c1ccccc1C(=O)N1CCCCC1 (configuration not stated)	-16.3%	x	-9.5%	x
37	CC(C)(C)n1nnnc1C(c1cccs1)N(Cc1ccccc1)Cc1ccco1 (configuration not stated)	5.8%	u	7.9%	-13.5%
38	COc1ccccc1CNc1ccc(N2CCOCC2)c(C(=O)O)c1	-6.8%	2.8%	5.5%	0.4%
39	Cc1cccc(CN2CCc3c(OCC(=O)N4CCCc5ccccc54)cccc3C2=O)c1	-5.4%	x	-15.7%	x
40	COc1ccc(OC)c(NC(=O)[C@H](CSCc2ccccc2)N2Cc3ccccc3C2=O)c1	6.2%	0.0%	-21.4%	-7.1%[10.9 µM]
41	CCOC(=O)C1CCCN(C(=O)c2cc(-c3ccc(C)cc3)on2)C1 (configuration not stated)	u	0.9%	u	-21.2%
42	O=C(c1ccccc1)c1ccc2nc(N3CCN(C(=O)c4ccco4)CC3)c3nncn3c2c1	17.3%	-0.4%	3.5%	-26.0%
43	CN(C)/C=C1/Sc2ccccc2C1=O	-2.0%	x	6.4%	x
44	O=C(c1cc(C(F)(F)F)cc(C(F)(F)F)c1)N1CCC2(CCCN(Cc3ccncc3)C2)CC1	-1.5%	0.6%[11.4 µM]	3.2%	x
45	CCN(CC)C(=O)C1CCC(CNS(=O)(=O)c2cccc3cccnc23)CC1 (configuration not stated)	-1.3%	-2.2%	-1.8%	-2.0%
46	CCNC(=O)CC1C(=O)N(c2ccccc2)C(=O)N1Cc1ccc(F)cc1 (configuration not stated)	1.5%	1.4%	18.3%	-9.2%[10.9 µM]
47	COc1cccc(CCNC(=O)Cn2c(-c3cccs3)cc3ccccc32)c1	3.4%	2.0%	-17.7%	-12.2%[10.9 µM]
48	Cc1cc2nn(-c3cccc4ccccc34)nc2cc1N	-4.0%	4.7%	-5.9%	-9.6%
49	Cc1cc(C)cc(NC2=NCC(=O)N2Cc2ccccc2)c1	-1.3%	0.9%	-8.6%	-9.9%
50	CCOC(=O)c1ccc(NC(=O)CC2COc3ccccc3O2)cc1 (configuration not stated)	5.6%	2.1%	2.9%	-16.1%
51	N#Cc1c(-c2ccco2)c2c([nH]c1=S)CCCC2	7.9%	0.0%	4.1%	-0.2%
52	COc1cc2nc(SCc3ccc(C)cc3)n3nc(CCn4nc(C)cc4C)nc3c2cc1OC	11.7%	-1.6%	26.5%	17.5%[10.9 µM]
53	CNS(=O)(=O)c1cn(CC(=O)Nc2ccc(OC)c(Cl)c2)cc1S(=O)(=O)NC	3.7%	2.0%	19.5%	17.0%[10.9 µM]
54	COc1ccc(/C=N/n2cnnc2SCCO)cc1OC	-25.7%	x	-12.6%	x
55	O=C(NCc1cccc(F)c1)c1ccc2nc(CCc3ccccc3)oc2c1	-4.1%	-0.9%	-18.6%	-10.7%[10.9 µM]
56	O=c1c2oc3ccccc3c2ncn1Cc1ccccc1F	-5.9%	1.4%	2.5%	-2.2%
57	COc1ccc(Cl)cc1NC(=O)CCc1c(C)nc2c(c1C)c(=O)n(C)c(=O)n2C	3.5%	-0.2%	-2.8%	-8.3%[10.9 µM]
58	Cc1cc(C)n(C(=O)CCNC(=O)c2ccccc2Br)n1	-5.8%	-1.5%	18.8%	19.4%
59	COc1cc([C@H]2[C@@H]3CCCC[C@]3(O)CCN2CC(=O)Nc2ccc(C)cc2C)ccc1O	-1.8%	-3.5%	-1.1%	-13.3%
60	Cc1ccc(-n2ncc3c(=O)n(-c4ccc(C)c(C)c4)c(C)nc32)cc1	-7.7%	-0.4%	-1.8%	-6.7%

An excerpt from above in order of length of the SMILES, lowest first.
no.	smiles	p53ts 32C kill	IkB signaling	p53ts 39C tox	Peg3 imprint
55	O=C(NCc1cccc(F)c1)c1ccc2nc(CCc3ccccc3)oc2c1	-4.1%	-0.9%	-18.6%	-10.7%[10.9 µM]
53	CNS(=O)(=O)c1cn(CC(=O)Nc2ccc(OC)c(Cl)c2)cc1S(=O)(=O)NC	3.7%	2.0%	19.5%	17.0%[10.9 µM]
40	COc1ccc(OC)c(NC(=O)[C@H](CSCc2ccccc2)N2Cc3ccccc3C2=O)c1	6.2%	0.0%	-21.4%	-7.1%[10.9 µM]
42	O=C(c1ccccc1)c1ccc2nc(N3CCN(C(=O)c4ccco4)CC3)c3nncn3c2c1	17.3%	-0.4%	3.5%	-26.0%

Additional records:
no.	smiles	p53ts 32C kill	IkB signaling	p53ts 39C tox	Peg3 imprint
61	Nc1sccc1C(=O)c1ccccc1	4.3%	0.6%	8.3%	-7.9%
62	O=C(CCn1c(=O)sc2ccccc21)Nc1cccnc1	0.1%	0.8%	-0.4%	-5.4%
63	O=C(Nc1ccc2c(c1)nc1n2CCN(C2CCCCC2)C1)c1ccco1	-0.2%	0.3%	2.4%	-9.4%
64	Cc1ccc(C)c(NC(=O)CSc2ncc3c(n2)-c2ccc(Cl)cc2N(C)S3(=O)=O)c1	3.5%	u	2.6%	3.7%[10.9 µM]
65	CCCn1c(C(C)NC(=O)c2ccccc2)nc2ccccc21 (configuration not stated)	-0.5%	2.2%	4.5%	-18.2%

2 entries drawn at random from those above:
no.	smiles	p53ts 32C kill	IkB signaling	p53ts 39C tox	Peg3 imprint
62	O=C(CCn1c(=O)sc2ccccc21)Nc1cccnc1	0.1%	0.8%	-0.4%	-5.4%
65	CCCn1c(C(C)NC(=O)c2ccccc2)nc2ccccc21 (configuration not stated)	-0.5%	2.2%	4.5%	-18.2%
